HEK293 cAMP ctrl: counter-screen for TSHR agonists: cAMP increase in parental HEK293 | parental HEK293 CNG cAMP sensor, membrane potential fluorescence | Potency, µM (highest dose often 57.1 µM), without a hit: at the top dose activation, actives largely listed as activators | 73,000 compounds, 2.5% hits | AID 938; note: potency is the fitted concentration of half-maximal effect; % of control where 0% means no effect; nearly all actives have a fitted effect of over 55% in size
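Counterscreen for endogenous-receptor signalling: CNG-channel HEK 293 cells report cAMP rise by membrane depolarization. After 60 min dye equilibration with 100 uM RO 20-1724, compounds incubated 30 min before bottom-read fluorescence at 590 nm.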
Casp7 inh: caspase-7 (human) inhibition, allosteric or competitive. P55210. recombinant caspase-7, Ac-DEVD-AFC fluorescence rate. Potency, µM (top dose mostly 57.5 µM), without a hit: top-dose activity change, negative = inhibition, hits mostly inhibitors. 75,000 compounds, 0.02% hits; active = well fitted inhibition curve with a large enough effect in the main read-out, with a control signal flat, not every such curve was filed as active; inconclusive = small, poorly fitted or top-dose-only effect, or a change in a side signal; note: potency is the fitted concentration of half-maximal effect; % of control where 0% means no effect
BRCT PPI red: BRCT-phosphoprotein interaction inhibition (red fluorophore). P38398. BRCT-phosphopeptide binding, red fluorescence polarization. Potency, µM (doses to about 76.9 µM), for the others: at the highest dose activity change, negative = inhibition, most hits filed as inhibitors. 75,000 compounds, 0.03% hits; note: % is set by controls: 0 for no effect and ±100 for the full control effect
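Rhodamine-labelled pBACH1 10-mer (100 nM) bound to BRCT domain (100 nM) at pH 7.3; compounds incubated 12 min room temperature, polarization read. Free peptide defines full inhibition; unlabelled decapeptide titrated as control.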
USP2a inhib: blocks human ubiquitin-specific protease USP2a; O75604; USP2a enzymatic assay, qHTS inhibition; Potency, µM (highest dose often 38.3 µM), without a hit: top-dose activity change, negative = inhibition, actives largely listed as inhibitors; 60,000 compounds, 0.1% hits; AID 927;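 note: potency is the fitted concentration of half-maximal effect; nearly all actives have a fitted effect of over 60% in size; plate controls were DMSO for no effect and NEM full inhibition control for full effect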
Target sequence (O75604 whole entry, looked up): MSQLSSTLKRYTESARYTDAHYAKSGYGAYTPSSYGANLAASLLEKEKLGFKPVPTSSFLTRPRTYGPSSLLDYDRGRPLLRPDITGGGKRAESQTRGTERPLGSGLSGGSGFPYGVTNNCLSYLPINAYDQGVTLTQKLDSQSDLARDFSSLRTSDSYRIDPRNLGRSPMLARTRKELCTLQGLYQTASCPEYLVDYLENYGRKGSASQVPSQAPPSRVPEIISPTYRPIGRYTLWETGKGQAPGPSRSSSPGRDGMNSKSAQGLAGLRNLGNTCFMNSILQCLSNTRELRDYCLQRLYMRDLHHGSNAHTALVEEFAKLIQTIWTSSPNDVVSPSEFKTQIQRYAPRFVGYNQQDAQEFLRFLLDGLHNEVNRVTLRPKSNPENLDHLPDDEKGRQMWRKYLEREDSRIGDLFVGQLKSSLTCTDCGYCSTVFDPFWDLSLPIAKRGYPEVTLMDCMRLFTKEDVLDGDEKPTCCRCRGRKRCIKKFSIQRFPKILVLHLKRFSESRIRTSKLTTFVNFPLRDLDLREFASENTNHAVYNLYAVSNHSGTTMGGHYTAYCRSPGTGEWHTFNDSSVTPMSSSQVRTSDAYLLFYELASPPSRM
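20 nM USP2 core + cpd, 30 min RT; add 20 nM Ub-PLA2/20 uM NBD C6-HPC; read Ex460/Em535 at 0 h and 2.5 h. Normalized to NEM; qHTS curve fit/classification.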
A350 fluor: A350 region autofluorescence | Compound autofluorescence, 340/450 nm, Alexa 350 dye-equivalents; active compounds read high | max dye-equivalent concentration, M | 59,000 compounds, 11% hits; in the data active = max dye-equivalent concentration above about 10 nM; inconclusive = mostly about 1.1 nM to 9.6 nM
Tau filament bind: binders of human tau filaments | AID 596 | recombinant tau filaments, thioflavin S fluorescence, 15 h; filaments grown with octadecylsulfate alongside compound | Potency, µM (titrated, usually from 57.1 µM), without a hit: at the highest dose activity change, negative = inhibition | P10636 | 71,000 compounds, 2% hits;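 note: potency is the fitted concentration of half-maximal effect; % is set by controls: 0 for no effect and ±100 for the full control effect; actives lower thioflavin S fluorescence by blocking filaments or displacing dye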
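Thioflavine S fluorescence (ex 450, em 510 nm) reports filaments formed from 1 uM human tau plus 30 uM ODS over 15 h at 37 C (10 mM HEPES pH 7.4, 100 mM NaCl, 5 mM DTT); compounds displacing dye or blocking filaments lower signal.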
Luciferase inh: firefly luciferase inhibition | P08659 | purified firefly luciferase, luminescence, 8 min | Potency, µM (top dose mostly 57.1 µM), without a hit: at the top dose activity change, negative = inhibition, hits mostly inhibitors | 72,000 compounds, 2.2% hits | AID 411; note: potency is the fitted concentration of half-maximal effect; % is set by controls: 0 for no effect and ±100 for the full control effect; nearly all actives have a fitted effect of over 40% in size
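Here, luciferase activity is measured as luminescence following an 8 min room-temperature reaction at 10 uM ATP, pH 7.2. Every library sample is titrated.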
BRCT PPI green: BRCA1 BRCT-phosphoprotein interaction inhibition. P38398. BRCA1 BRCT-phosphopeptide binding, green fluorescence polarization. Potency, µM (top dose mostly 76.9 µM), for the others: at the highest dose activity change, negative = inhibition, hits mostly inhibitors. 75,000 compounds, 0.05% hits;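 note: potency is the fitted concentration of half-maximal effect; plate controls were peptide without protein for full effect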
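Compounds were incubated for 12 min at room temperature with a complex of 100 nM fluorescein-tagged pBACH1 decapeptide and 250 nM His-tagged BRCT protein. Buffer was phosphate pH 7.3 with EDTA, DTT and Tween 20. Disruption of binding lowers the polarization signal.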
CRE Fsk mod: CRE-bla signaling modulation under forskolin stimulation | 71,000 compounds, 2.5% hits | AID 662 | CHO CRE-bla reporter (cAMP response element driving beta-lactamase), forskolin EC10, beta-lactamase ratio | Potency, µM (top dose mostly 38.2 µM), for inactives: at the highest dose activity change, negative = inhibition, actives largely listed as activators; active = well fitted activation curve with a large enough effect in the signal ratio, with a control signal flat, not every such curve was filed as active; inconclusive = small, poorly fitted or top-dose-only effect, or effect the other way, or a change in a side signal; the % refers to the signal ratio; note: potency is the fitted concentration of half-maximal effect; % of control where 0% means no effect
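Forskolin analogue NKH 477 at EC10 stimulated CRE-driven beta-lactamase in CHO cells alongside compound dilution series. Beta-lactamase was measured with CCF4, excitation 405 nm, emission ratio 460/530 nm.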
Casp1 inh: allosteric or competitive inhibitors of human caspase-1 | P29466 | AID 900 | 75,000 compounds, 0.03% hits | Caspase-1 enzyme, Ac-WEHD-AFC fluorogenic rate | Potency, µM (top dose mostly 57.5 µM), for inactives: at the top dose activity change, negative = inhibition, hits mostly inhibitors;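 note: potency is the fitted concentration of half-maximal effect; plate controls were vehicle for no effect and no substrate for full effect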
Target sequence (P29466 120-297 limits assumed): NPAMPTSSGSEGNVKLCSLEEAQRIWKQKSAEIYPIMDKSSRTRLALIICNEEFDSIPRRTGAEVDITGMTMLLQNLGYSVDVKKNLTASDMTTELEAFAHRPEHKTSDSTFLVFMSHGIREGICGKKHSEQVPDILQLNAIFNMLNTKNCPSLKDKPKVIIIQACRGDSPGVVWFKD
Target sequence (P29466 317-404 limits assumed): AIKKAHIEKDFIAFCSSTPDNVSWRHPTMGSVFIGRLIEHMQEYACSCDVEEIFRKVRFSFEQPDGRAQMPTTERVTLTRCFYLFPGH
ERK AVP inh: blocks ERK signaling stimulated by vasopressin | HEK293-V1b, vasopressin-stimulated pERK AlphaScreen | Potency, µM (titrated, usually from 57.5 µM), for the others: top-dose activity, negative = inhibition, usual class: inhibitors | 72,000 compounds, 0.99% hits | AID 995; note: potency is the fitted concentration of half-maximal effect; % is set by controls: 0 for no effect and ±100 for the full control effect; nearly all actives have a fitted effect of over 55% in size
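qHTS, compounds titrated on V1b-expressing HEK293 cells. Preincubation 30 min at 37C, vasopressin 25 nM for 5 min, lysis 10 min, bead incubation 5 hr at room temperature.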
Numbers without * were called inactive; i = inactive; ? = inconclusive; · = no result given; [ ] = remark or other dose. Unless noted, calls come from the whole dose curve; as a rule, active = well fitted curve in the direction sought with a large enough effect; inconclusive = small, poorly fitted or top-dose-only effect, or another doubt; inactive = no such curve, though single readings can be large; an effect the other way counts as inactive or inconclusive.

item	Compound	HEK293 cAMP ctrl	Casp7 inh	BRCT PPI red	USP2a inhib	A350 fluor	Tau filament bind
1	COCC(C)n1c(C)cc(C(=O)CSc2nc3ccccc3c(=O)[nH]2)c1C (stereo unspecified)	?	-5%	0.4%	15%	i	-8%
2	O=C(c1ccco1)n1nc(NCc2ccccc2)nc1NCc1ccccc1	?	-14%	0.2%	3%	?	23%
3	CC1CCN(c2c(NCc3ccc(C(=O)NCC4COc5ccccc5O4)cc3)c(=O)c2=O)CC1 (stereo unspecified)	4%	-7%	-0.4%	·	·	-1%
4	O=C1c2ccccc2C(=O)N1CCn1nc(Cl)nc1Cl	3%	-1%	-0.4%	3%	i	-8%
5	COc1cccc(-n2c(SCC(=O)Nc3cc(C)on3)nc3c([nH]c4ccccc43)c2=O)c1	7%	-1%	0.3%	·	·	i
6	CCC(NS(=O)(=O)c1ccc(C)cc1)C(=O)N1CCC2(O)CCCCC2C1 (stereo unspecified)	8%	0%	-1.1%	-1%	?	-1%
7	O=C(O)CCCn1nc(-c2ccccc2)c2ccccc21	0.16µM*	0%	-2.2%	·	·	-16%
8	CC(=O)NCC(=O)OCC(=O)Nc1ccc(C(C)=O)cc1	-1%	8%	0.3%	-3%	i	-6%

item	Luciferase inh	BRCT PPI green	CRE Fsk mod	Casp1 inh	ERK AVP inh
1	-4%	-1.7%	?	-4%	?
2	-9%	2.2%	?	-13%	-21%
3	1%	-2.7%	-17%	-6%	-2%
4	1%	-3.6%	28%	1%	5%
5	1%	-1.4%	4µM*	-5%	·
6	4%	1.0%	?	-1%	-4%
7	1%	0.0%	10%	-2%	·
8	0%	1.8%	-4%	-3%	15%

The list goes on.
item	Compound	HEK293 cAMP ctrl	Casp7 inh	BRCT PPI red	USP2a inhib	A350 fluor	Tau filament bind
9	Cc1nc2ccccc2nc1-c1ccc(N=[N+]([O-])c2ccc(-c3nc4ccccc4nc3C)cc2)cc1	-11%[11.4 µM]	-3%[11.5 µM]	1.5%[15.4 µM]	·	i	0%[11.4 µM]
10	CCOC(=O)N1CCN(C(=O)c2cn(C)c(=O)c3c2c2ccccc2n3C)CC1	-1%	-1%	0.8%	1%	3.9e-07M*	4%
11	CCc1nnc2c3cnn(-c4ccccc4)c3ncn12	?	-3%	0.5%	-6%	i	-8%
12	CN1CC(=O)N(CC(=O)Nc2ccc(Cl)c(C(F)(F)F)c2)C1=O	-4%	-1%	-1.7%	7%	?	-1%
13	Cc1ccc(C(C(=O)NCc2ccc(F)cc2)N(C(=O)c2csnn2)C2CC2)o1 (stereo unspecified)	-8%	-2%	-0.2%	16%	i	-9%
14	Cc1cc(C)c2c(=O)[nH]c(=O)n(Cc3ccccc3)c2n1	?	0%	0.3%	7%	i	6%
15	COc1ccc(C(=O)N2CCN(c3c(C)cccc3C)CC2)cc1OC	2%	-7%	1.1%	·	·	-16%
16	O=C(NCC1CCCO1)c1ccc2nc(N3CCCCC3)sc2c1 (stereo unspecified)	6%	-1%	-1.1%	·	·	-2%

item	Luciferase inh	BRCT PPI green	CRE Fsk mod	Casp1 inh	ERK AVP inh
9	1%[11.4 µM]	0.1%[15.4 µM]	-5%[7.6 µM]	0%[11.5 µM]	3%[11.5 µM]
10	1%	-1.7%	4%	-1%	-18%
11	2%	0.1%	-2%	-3%	11%
12	2%	-2.0%	-5%	-1%	5%
13	-6%	-1.5%	-4%	1%	-7%
14	2%	16%	28%	0%	14%
15	-2%	-1.9%	7%	-7%	·
16	-27%	-1.6%	20%	0%	-4%

Ordered by the number under BRCT PPI green (low to high): some entries from above.
| item | structure | BRCT PPI green |
| --- | --- | --- |
| 15 | COc1ccc(C(=O)N2CCN(c3c(C)cccc3C)CC2)cc1OC | -1.9% |
| 16 | O=C(NCC1CCCO1)c1ccc2nc(N3CCCCC3)sc2c1 (stereo unspecified) | -1.6% |
| 14 | Cc1cc(C)c2c(=O)[nH]c(=O)n(Cc3ccccc3)c2n1 | 16% |

The results go on.
item	Compound	HEK293 cAMP ctrl	Casp7 inh	BRCT PPI red	USP2a inhib	A350 fluor	Tau filament bind
17	CCCOc1ccc(N2CC(C(=O)Nc3ccccc3F)CC2=O)cc1 (stereo unspecified)	18%	0%	0.9%	1%	i	-1%
18	CC(=O)N[C@@H]1C(O)OC(CO)C(O)C1O (stereo partly specified)	·	2%	-0.1%	-5%	·	·
19	COc1ccc(-n2nnnc2SCC(=O)c2ccc(O)c(O)c2)cc1	-7%	0%	-0.1%	11%	i	127%
20	Cc1nn(CC(=O)Nc2ccc(C(=O)N(C)C)cc2)c(=O)c2ccccc12	0%	1%	1.4%	13%	?	10%
21	CCOC(=O)N1CCN(C(=O)c2cn(CC)c3ccc(S(=O)(=O)N4CCCC4)cc3c2=O)CC1	4%	-2%	1.3%	2%	i	4%
22	Cc1ccc2oc(=O)c3cnn(CC(=O)N4CCCCCC4)c3c2c1	6%	-1%	0.3%	·	·	11%
23	COC(=O)c1ccc(Cn2nnc3ccccc3c2=O)o1	3%	-4%	-0.5%	6%	?	-20%
24	O=C1Nc2ccccc2C12Nc1ccccc1S2 (stereo unspecified)	10%	1%	-1.1%	20%	i	11%

item	Luciferase inh	BRCT PPI green	CRE Fsk mod	Casp1 inh	ERK AVP inh
17	2%	-1.3%	-2%	-1%	-2%
18	·	0.3%[3.08 µM]	·	3%	-14%
19	2%	2.0%	?	0%	-7%
20	-1%	1.4%	3%	0%	-17%
21	4%	-2.1%	?	0%	-8%
22	1%	0.2%	8%	-2%	-10%
23	-30%	0.5%	25%	1%	?
24	0%	-2.0%	?	-1%	-2%

New compounds follow:
item	Compound	HEK293 cAMP ctrl	Casp7 inh	BRCT PPI red	USP2a inhib	A350 fluor	Tau filament bind
25	O=C(CSc1nnc(-c2ccco2)n1CC1CCCO1)N1CCCCC1 (stereo unspecified)	-8%	0%	-3.5%	-3%	?	-6%
26	Cc1c(NC(=O)c2noc3c2CCc2ccccc2-3)c(=O)n(-c2ccccc2)n1C	8%	1%	-0.6%	·	·	-15%
27	CCCCOC(=O)c1cccc(NC(=O)CC)c1	14%	-1%	-1.1%	5%	i	-8%
28	COc1cc(NC(=O)CN2C(=O)NC(C)(CC(C)C)C2=O)cc(OC)c1 (stereo unspecified)	0%	7%	-0.8%	4%	?	2%
29	COc1cccc(-c2cc(C(F)(F)F)nc(N3CCN(c4ccccc4)CC3)n2)c1	9%	2%	-0.8%	-12%	i	3%
30	CCCCNC(=O)c1cccc(C(=O)NCCCC)c1	1%	-1%	1.9%	2%	i	4%
31	Cc1ccccc1Cn1cc(S(=O)(=O)CC(=O)N2CCCCC2)c2ccccc21	32µM*	3%	0.2%	-2%	i	13%
32	CC1(C)CC(=O)CC(=Nc2ccc(C(=O)O)cc2)C1	12%	-7%	0.4%	-5%	?	17%

item	Luciferase inh	BRCT PPI green	CRE Fsk mod	Casp1 inh	ERK AVP inh
25	11%	0.6%	0%	0%	11%
26	2%	0.5%	-8%	-5%	11%
27	-3%	2.2%	?	3%	6%
28	-35%	-3.2%	-12%	0%	-14%
29	0%	-0.8%	2%	-1%	4%
30	3%	-2.1%	-2%	0%	4%
31	2%	-2.2%	2%	-2%	13%
32	1%	-2.9%	4%	-7%	-2%

Next section.
item	Compound	HEK293 cAMP ctrl	Casp7 inh	BRCT PPI red	USP2a inhib	A350 fluor	Tau filament bind
33	O=C(c1ccco1)N1CCN(/C(=N/S(=O)(=O)c2cccs2)c2ccccc2Cl)CC1	-2%	0%	-0.8%	-1%	i	9%
34	Cc1nc(SCC(=O)N2CCN(c3ccccc3)CC2)c2oc3ccccc3c2n1	17%	-1%	-0.8%	21%	i	-3%
35	Cc1nccn1C[C@@H]1CCc2c(c3ccccc3n2C)C1=O	-1%[25.6 µM]	0%[25.7 µM]	-2.8%[34.4 µM]	0%[17.1 µM]	i	8%[25.6 µM]
36	CCOc1ccc(C2CC(c3ccccc3C)n3ncnc3N2)cc1 (stereo unspecified)	?	-4%	0.3%	·	·	6%
37	CCC(=O)Nc1ccc(C(=O)Nc2cccnc2)cc1	2%	0%	-1.1%	0%	i	-5%
38	CCC(=O)Nc1c(C(=O)Nc2cccc(OC)c2)oc2ccccc12	?	2%	-3.0%	3%	i	14%
39	CC(C)(C)OC(=O)N1CCC[C@H]1c1nnc(SC/C=C/c2ccccc2)o1	?	0%	0.6%	28%	i	-4%

item	Luciferase inh	BRCT PPI green	CRE Fsk mod	Casp1 inh	ERK AVP inh
33	1%	0.6%	?	0%	-13%
34	3%	-0.6%	?	-13%	?
35	0%[25.5 µM]	0.4%[34.4 µM]	-11%[17.1 µM]	1%[25.7 µM]	9%[25.7 µM]
36	0%	1.9%	-1%	-2%	-9%
37	-6%	0.6%	-11%	0%	?
38	-4%	-0.2%	15%	-1%	13%
39	1%	1.1%	13%	-4%	12%

From PubChem
